GlmU inhibition: inhibition of mycobacterial GlmU enzyme – biochemical, glucosamine-1-phosphate acetyltransferase (AID 1376). M. tuberculosis GlmU acetyltransferase enzyme assay; higher % means a stronger effect. inhibition, %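 (tested at 30 µM in the primary screen)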; hits with a dose series show IC50 in µM. 220,000 compounds, 0.25% hits; in the data active means inhibition above about 13%;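 further: 0% = complete reaction with vehicle and 100% = reaction without substrate; strong numbers were not always called active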
RmlCD inh 1536: blocks M. tuberculosis RmlC and RmlD coupled enzymes; P9WH09+P9WH11; RmlC+RmlD coupled enzyme assay, percent inhibition; primary screen in compound mixtures; inhibition, % at 3.6 µM; 160,000 compounds, 0.03% hits; in the data active means inhibition mostly above about 34%, no sharp cut-off; further: some results filed as inactive read as strong as hits
Target sequence (P9WH09 whole entry, looked up): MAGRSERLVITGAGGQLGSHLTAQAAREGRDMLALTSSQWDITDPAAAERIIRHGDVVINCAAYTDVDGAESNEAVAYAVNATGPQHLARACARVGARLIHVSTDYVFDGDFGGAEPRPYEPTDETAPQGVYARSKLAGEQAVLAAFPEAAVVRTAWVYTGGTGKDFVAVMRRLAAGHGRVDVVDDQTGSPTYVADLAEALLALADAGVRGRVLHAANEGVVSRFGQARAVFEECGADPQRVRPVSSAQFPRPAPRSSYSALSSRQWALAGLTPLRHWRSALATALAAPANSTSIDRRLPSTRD
Target sequence (P9WH11 whole entry, looked up): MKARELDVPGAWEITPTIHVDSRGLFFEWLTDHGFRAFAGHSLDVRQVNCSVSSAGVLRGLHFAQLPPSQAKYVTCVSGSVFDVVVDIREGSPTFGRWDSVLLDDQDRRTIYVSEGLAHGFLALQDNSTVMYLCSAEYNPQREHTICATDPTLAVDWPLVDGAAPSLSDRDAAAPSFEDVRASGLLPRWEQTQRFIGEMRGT
An asterisk follows results filed as active. Some of the compounds tested, so the mix of outcomes need not match the whole.

How did Cc1cc(C(=O)N/N=C/c2ccccc2[N+](=O)[O-])c(C)o1 do in these assays?
GlmU inhibition: 4.7%; RmlCD inh 1536: -2.0

What do the screens show for `CSc1nc2c(c(=O)n1-c1ccccc1)SCC2`?
GlmU inhibition: 2.3%; RmlCD inh 1536: 2.7

Results for COc1ccccc1N(CC(=O)N1CCCCCC1)S(C)(=O)=O ?
GlmU inhibition: 4.3%; RmlCD inh 1536: 1.9

What do the screens show for `O=C(Nc1ccccc1)c1ccc(CN2CCc3ccccc3C2)cc1`?
GlmU inhibition: 1.0%; RmlCD inh 1536: 33.8

What do the screens show for `CN1N=C(C(C)(C)C)CC1=O`?
GlmU inhibition: -4.6%; RmlCD inh 1536: -7.3

How did CCOC(=O)/C(C#N)=C/c1cc2ccc(C)cc2nc1Cl do in these assays?
GlmU inhibition: 2.1%; RmlCD inh 1536: -2.3

What do the screens show for `Cc1ccc(S(=O)(=O)N2CCOCC2)cc1NC(=O)COC(=O)c1ccccc1OCc1c(C)noc1C`?
GlmU inhibition: 5.3%; RmlCD inh 1536: 3.6

What do the screens show for `Cc1ccc(S(=O)(=O)N2CCN(CC(=O)NC3CCCc4ccccc43)CC2)cc1C` (stereo not drawn)?
GlmU inhibition: -2.2%

How did COC(=O)C1=C(C)N(CCCC(=O)O)C(=O)NC1c1ccc(Cl)cc1 (stereo not drawn) do in these assays?
GlmU inhibition: 0.5%

What do the screens show for `Cc1ccc(S(=O)(=O)NCCSc2ccccc2)cc1[N+](=O)[O-]`?
GlmU inhibition: 1.0%; RmlCD inh 1536: 1.4

What do the screens show for `Cc1ccccc1N/C(SCc1ccc(Cl)cc1)=C(/C#N)C(N)=O`?
GlmU inhibition: -3.9%; RmlCD inh 1536: -4.0

How did Cc1ccc(/C=C(\NC(=O)c2ccccc2)C(=O)NCCc2ccccn2)o1 do in these assays?
GlmU inhibition: -1.6%; RmlCD inh 1536: 13.9

How did CCOc1cc(N2CCOCC2)c(OCC)cc1NC(C)C(=O)N1CCC(C)CC1 (stereo not drawn) do in these assays?
GlmU inhibition: 4.1%; RmlCD inh 1536: 6.8

How did CC1Cc2cc(/C=C3/SC(=S)NC3=O)ccc2O1 (stereo not drawn) do in these assays?
GlmU inhibition: -0.3%; RmlCD inh 1536: 20.9

What do the screens show for `CN(C(=O)c1c(Cl)cnn1C)C12CC3CC(CC(C3)C1)C2`?
GlmU inhibition: -2.5%; RmlCD inh 1536: -4.5

How did CCCCN1C=CC(=C2C(=O)c3ccccc3C2=O)C=C1 do in these assays?
GlmU inhibition: -3.6%; RmlCD inh 1536: 5.2

Results for O=C(CCn1c(=O)oc2ccccc21)NCCCN1CCN(c2ccc(F)cc2)CC1 ?
GlmU inhibition: 3.5%; RmlCD inh 1536: -11.4

What do the screens show for `CCn1c(SCc2nc3ccccc3[nH]2)nnc1-c1cccs1`?
GlmU inhibition: 2.6%; RmlCD inh 1536: 4.1

What do the screens show for `C[C@H](NC(=O)OC(C)(C)C)C(=O)N/N=C/c1cccc2nccnc12`?
GlmU inhibition: 1.4%; RmlCD inh 1536: 13.6

Results for COC(=O)C(NC(=O)c1c(C)nn(C)c1Cl)c1ccccc1 (stereo not drawn) ?
GlmU inhibition: 0.5%; RmlCD inh 1536: 6.6

Results for CCc1sc(NC(=O)c2cc3ccccc3oc2=O)nc1-c1cccs1 ?
GlmU inhibition: -5.4%; RmlCD inh 1536: -7.8

How did COc1ccc(OCC2CNC(=O)O2)cc1 (stereo not drawn) do in these assays?
GlmU inhibition: 0.4%

Results for CCOC(=O)CNC(=O)c1nn(-c2ccc(OCC)cc2)c(=O)c2ccccc12 ?
GlmU inhibition: -3.1%; RmlCD inh 1536: -4.0

How did COc1ccc(NC(=S)NCCC(c2ccccc2)c2ccccc2)c(OC)c1 do in these assays?
GlmU inhibition: -0.2%; RmlCD inh 1536: -14.1

Arranged by count of non-hydrogen atoms (low to high): part of the list above
How did Cc1cc(C(=O)N/N=C/c2ccccc2[N+](=O)[O-])c(C)o1 do in these assays?
GlmU inhibition: 4.7%; RmlCD inh 1536: -2.0

What do the screens show for `C[C@H](NC(=O)OC(C)(C)C)C(=O)N/N=C/c1cccc2nccnc12`?
GlmU inhibition: 1.4%; RmlCD inh 1536: 13.6

How did Cc1ccc(/C=C(\NC(=O)c2ccccc2)C(=O)NCCc2ccccn2)o1 do in these assays?
GlmU inhibition: -1.6%; RmlCD inh 1536: 13.9

(cont.)
What do the screens show for `Cc1ccoc1C(=O)NCc1occc1C(=O)O`?
GlmU inhibition: 3.8%; RmlCD inh 1536: -10.6

Results for CC(C)c1ccc(NC(=O)c2cccc(Br)c2)cc1 ?
GlmU inhibition: -0.7%; RmlCD inh 1536: 7.7

What do the screens show for `CC(OC(=O)c1cccnc1)C(=O)NCc1ccc2c(c1)OCO2` (stereo not drawn)?
GlmU inhibition: -3.2%; RmlCD inh 1536: -5.5

What do the screens show for `CCCS(=O)(=O)N1CCCC(C(=O)NCCN(CC)CC)C1` (stereo not drawn)?
GlmU inhibition: 4.6%; RmlCD inh 1536: -1.5

What do the screens show for `O=C(Nc1cccc(Cl)c1)c1ccncc1`?
GlmU inhibition: -3.1%

How did COc1ccc(C)cc1NCc1cc(=O)oc2cc(-c3ccccc3)c(O)cc12 do in these assays?
GlmU inhibition: -4.0%; RmlCD inh 1536: 13.1

What do the screens show for `Cc1nc(C(C)N(C)Cc2c(C(=O)N3CCCCC3)nc3c(C)cccn23)c(C)s1` (stereo not drawn)?
GlmU inhibition: 0.1%; RmlCD inh 1536: 7.5

Results for CCN1CCCC1CNC(=O)C(=O)NC (stereo not drawn) ?
GlmU inhibition: 1.1%; RmlCD inh 1536: -8.5

What do the screens show for `N#CCSc1n[nH]c2nc3c(c(=O)n12)C1(CCCCC1)Cc1ccccc1-3`?
GlmU inhibition: 4.7%; RmlCD inh 1536: -13.3

Results for O=C1C2C3C=CC([C@@H]2C(=O)N1C1CCCCC1)[C@H]1C(=O)N(C2CCCCC2)C(=O)C31 (stereo partly drawn) ?
GlmU inhibition: 6.3%

Results for c1ccc(N2CCCCC2)c(NC2=NCCC2)c1 ?
GlmU inhibition: 0.3%

How did O=C1Nc2ccc(Cl)cc2C(=O)C1(F)c1ccccc1 (stereo not drawn) do in these assays?
GlmU inhibition: 2.5%; RmlCD inh 1536: -11.4

Results for NS(=O)(=O)c1ccc(CNC(=O)NC23CC4CC(CC(C4)C2)C3)cc1 ?
GlmU inhibition: 6.7%; RmlCD inh 1536: 15.6

Results for Cn1c(C(=O)N2CCCC(C(=O)N3CCN(C(=O)c4ccco4)CC3)C2)cc2sccc21 (stereo not drawn) ?
GlmU inhibition: 6.8%; RmlCD inh 1536: 14.7

Results for O=C(Nc1ccc(Cl)c([N+](=O)[O-])c1)Nc1nc2ccccc2s1 ?
GlmU inhibition: 5.2%; RmlCD inh 1536: 22.9

How did Cc1ccc(NC(=O)C2(N(C(=O)Cn3nnnc3N)c3ccc(C)cc3)CCCCC2)cc1 do in these assays?
GlmU inhibition: -3.3%

How did CC(C)c1ccc(/C=N/NC(=O)C(=O)NCCCN2CCOCC2)cc1 do in these assays?
GlmU inhibition: -8.3%

Results for CCN(CC)c1ccc(/C=N/NC(=O)CCC(=O)NCc2ccccc2)c(O)c1 ?
GlmU inhibition: 0.6%; RmlCD inh 1536: -11.7

What do the screens show for `O=C1CCN(S(=O)(=O)c2ccccc2)CCN1CCOCc1ccc(C(F)(F)F)cc1`?
GlmU inhibition: -1.2%

What do the screens show for `COc1cccc(NC(=S)Nc2ccc(O)cc2)c1`?
GlmU inhibition: 0.1%

Results for Clc1ccc(CNc2nnnn2-c2ccccc2)c(Cl)c1 ?
GlmU inhibition: -0.6%; RmlCD inh 1536: -11.2

Results for O=C(Nc1ccc(Br)cc1)Nc1ccccc1F ?
GlmU inhibition: -5.3%

How did COc1ccc(-c2nn(-c3ccccc3)cc2CN(C)CCn2ccnc2C)c(F)c1 do in these assays?
GlmU inhibition: -10.1%

What do the screens show for `COc1cccc2c(=O)ccoc12`?
GlmU inhibition: 0.8%; RmlCD inh 1536: 8.6

Compounds from the list above containing a furan ring, fused or not:
How did Cc1cc(C(=O)N/N=C/c2ccccc2[N+](=O)[O-])c(C)o1 do in these assays?
GlmU inhibition: 4.7%; RmlCD inh 1536: -2.0

How did Cc1ccc(/C=C(\NC(=O)c2ccccc2)C(=O)NCCc2ccccn2)o1 do in these assays?
GlmU inhibition: -1.6%; RmlCD inh 1536: 13.9

What do the screens show for `Cc1ccoc1C(=O)NCc1occc1C(=O)O`?
GlmU inhibition: 3.8%; RmlCD inh 1536: -10.6

Results for Cn1c(C(=O)N2CCCC(C(=O)N3CCN(C(=O)c4ccco4)CC3)C2)cc2sccc21 (stereo not drawn) ?
GlmU inhibition: 6.8%; RmlCD inh 1536: 14.7

(list continues)
What do the screens show for `COC(=O)Cc1[nH]n(-c2ccccc2)c(=O)c1C(C)=Nc1ccccc1`?
GlmU inhibition: 3.2%; RmlCD inh 1536: 3.7

How did O=C(c1cccs1)N1CCN(Cc2cccc([N+](=O)[O-])c2)CC1 do in these assays?
GlmU inhibition: -0.5%; RmlCD inh 1536: -11.3

How did CC(=O)N1N=C(c2ccc(C)o2)CC1c1cccc(F)c1 (stereo not drawn) do in these assays?
GlmU inhibition: 1.4%; RmlCD inh 1536: -8.1

How did NC(=O)NC(=O)CSc1ccccc1 do in these assays?
GlmU inhibition: 0.1%; RmlCD inh 1536: 4.1

What do the screens show for `CN(C)N1C(N)=C(C#N)C(c2ccsc2)C2=C1CC(C)(C)CC2=O` (stereo not drawn)?
GlmU inhibition: 0.9%; RmlCD inh 1536: -9.9

Results for COc1ccc(NC(=O)c2csc(Cc3ccccc3)n2)cc1 ?
GlmU inhibition: -7.4%

What do the screens show for `COc1ccc(NC(=O)COC(=O)c2ncc(Cl)c(Cl)c2Cl)c(OC)c1`?
GlmU inhibition: -2.0%; RmlCD inh 1536: 13.0

What do the screens show for `CCOC(=O)C1(CCOC)CCN(C2C3CC4CC(C3)CC2C4)CC1` (stereo not drawn)?
GlmU inhibition: 0.5%; RmlCD inh 1536: -10.0

Results for CNNC(=S)NCCC1=CCCCC1 ?
GlmU inhibition: -2.0%

How did CCOc1ccccc1Oc1coc2cc(OC)ccc2c1=O do in these assays?
GlmU inhibition: -2.2%; RmlCD inh 1536: 2.6

Results for C=CCn1c(-c2ccc3[nH]c(C)c(C)c3c2)n[nH]c1=S ?
GlmU inhibition: 1.5%

What do the screens show for `OCCN1CCN(C(=S)c2ccc(Br)cc2)CC1`?
RmlCD inh 1536: 2.6

The final 3 records of the section before lead into the next.
How did CCOc1ccccc1Oc1coc2cc(OC)ccc2c1=O do in these assays?
GlmU inhibition: -2.2%; RmlCD inh 1536: 2.6

Results for C=CCn1c(-c2ccc3[nH]c(C)c(C)c3c2)n[nH]c1=S ?
GlmU inhibition: 1.5%

What do the screens show for `OCCN1CCN(C(=S)c2ccc(Br)cc2)CC1`?
RmlCD inh 1536: 2.6

How did COc1cccc(Nc2nc(-c3ccc4c(c3)OCCO4)cs2)c1 do in these assays?
GlmU inhibition: -0.4%; RmlCD inh 1536: 5.3

How did CCCCN(CC)S(=O)(=O)c1ccc(C(=O)Nc2nnc(COC)o2)cc1 do in these assays?
GlmU inhibition: -7.9%; RmlCD inh 1536: 8.0

How did O=S(=O)(NCC(c1ccccc1)N1CCNCC1)c1ccc(Cl)cc1 (stereo not drawn) do in these assays?
GlmU inhibition: -1.0%

Results for O=C(c1cc2ncccn2n1)N1CCc2c([nH]c3ccccc23)C1c1ccccc1F (stereo not drawn) ?
GlmU inhibition: -2.4%; RmlCD inh 1536: -11.8

How did CCOc1cc(C(=O)OCc2ccc(C(=O)OC)o2)cc(Br)c1OC do in these assays?
GlmU inhibition: 1.2%; RmlCD inh 1536: -3.4

How did CCn1ncc(Cl)c1C(=O)NC(=S)Nc1c(C)cc(C)cc1[N+](=O)[O-] do in these assays?
GlmU inhibition: 0.2%

What do the screens show for `c1cc2c(cc1Cn1cnnn1)OCO2`?
GlmU inhibition: 2.2%

How did O=C1CCC([N+](=O)[O-])C(c2ccc(Cl)cc2Cl)N1 (stereo not drawn) do in these assays?
GlmU inhibition: 9.4%; RmlCD inh 1536: -4.5

Results for Cn1cccc1CNC(=O)Nc1ccc(Cl)c(Cl)c1 ?
GlmU inhibition: 3.1%

Results for O=C(NC(Cc1ccccc1)c1ccc2c(c1)OCCCO2)c1ccccc1 (stereo not drawn) ?
GlmU inhibition: -0.3%; RmlCD inh 1536: 4.3

How did C=CCNc1nc2ccccc2nc1NS(=O)(=O)c1cccs1 do in these assays?
GlmU inhibition: 0.5%

How did CCNc1nc(NCC)n2c(SCC(=O)NCC3CCCCC3)nnc2n1 do in these assays?
GlmU inhibition: -5.6%; RmlCD inh 1536: 9.8

Assay outcomes as filed in PubChem.
